# influenza NS1A = H1N1 influenza NS1A inhibitors, functional cell based assay (AID 504329). hit rate 0.3% among 340,000. NS1A functional cell-based assay, percent inhibition; higher % means a stronger effect. one-dose inhibition, % at 12.5 µM; IC50 in µM for titrated hits; in the data active = a potency from the dose series; inconclusive = inhibition above about 27% without an active follow-up result; also: strong numbers were not always called active
# inhibitors of VEEV = inhibitors of VEEV TC-83 cytopathic effect, confirmation, Vero cells (AID 588727) | Vero cells, VEEV TC-83 cytopathic effect inhibition; higher % means a stronger effect | one-dose inhibition, % at 20 µM; IC50 in µM for titrated hits | hit rate 0.13% among 350,000; in the data active = a potency from the dose series; inconclusive = inhibition mostly from about 14% at the one dose, without a potency; inactive = the rest, 99 in 100 with inhibition below about 12%; also: strong numbers were not always called active
# M. tuberculosis = growth inhibition of non-replicating M. tuberculosis (AID 488890); Mycobacterium tuberculosis non-replicating, growth inhibition; higher % means a stronger effect; one-dose inhibition, % at 25 µM; IC50 in µM for titrated hits; hit rate 0.39% among 320,000; in the data active = a potency from the dose series; inconclusive = inhibition mostly from about 82% at the one dose, without a potency; inactive = the rest, 99 in 100 with inhibition below about 76%;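 also: plate controls were DMSO cells for no effect and high antibiotic wells for full effect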
# PhoP GFP inhibition = PhoP regulon inhibitors, Salmonella typhi PhoP promoter GFP reporter, confirmatory (AID 1850). Salmonella Typhi PhoP-promoter GFP reporter, fluorescence, 4 h; higher % means a stronger effect. inhibition, % at 50 µM; hits with a dose series show IC50 in µM. hit rate 0.33% among 310,000; in the data active = a potency from the dose series; inconclusive = inhibition mostly from about 25% at the one dose, without a potency; inactive = the rest, 99 in 100 with inhibition below about 19%;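 also: 0% = induced wells with vehicle and 100% = uninduced wells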
# M. tuberculosis HTS = M. tuberculosis growth inhibition, HTS (AID 449762) | hit rate 0.59% among 330,000 | inhibition, % at 25 µM; hits with a dose series show IC50 in µM | M. tuberculosis H37Rv growth inhibition, 7H9 media; higher % means a stronger effect; in the data active = a potency from the dose series; inconclusive = inhibition above about 70% without an active follow-up result;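 also: bacterial growth assessed after seven days of incubation; strong numbers were not always called active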
# inhibitors of VEEV 10K pilot screen = second read-out of inhibitors of VEEV, no call of its own (marks repeat the call); inhibition, %; measured here: 10K pilot screen inhibition
# The depositor's hits bear a star; i = inactive; ? = inconclusive; · = not tested or not shown.
SMILES,influenza NS1A,inhibitors of VEEV,M. tuberculosis,PhoP GFP inhibition,M. tuberculosis HTS,others
Cc1cccc(N2C(=O)CC(N3CCN(Cc4ccc(Cl)cc4)CC3)C2=O)c1 (stereo not drawn),0%,0.4%,10%,-1%,0%,
COc1ccc(CC(=S)N2CCOCC2)cc1OC,-6%,4.3%,-1%,-9%,-5%,
Cc1ccccc1NC(=O)C(=O)NNC(=O)COc1ccc2ccccc2c1,-4%,1.6%,?,-12%,19%,
O=[N+]([O-])c1ccc(/C=N/Nc2nc(N3CCCCC3)nc(N3CCCCC3)n2)o1,13%,i,?,-2%,?,
COc1ccc(C)cc1NC(=O)CC(NC(C)=O)c1ccccc1 (stereo not drawn),-11%,1.1%,-21%,-8%,-3%,
COc1ccc(Br)cc1/C=N/NC(=O)c1ccco1,-4%,0.6%,73%,3%,8%,
O=C(c1cc2cc([N+](=O)[O-])ccc2s1)N1CCCCC1,-10%,1.7%,13%,13%,-4%,
CCN(CCCNC(=O)CNC(=O)Cn1cnc2ccccc2c1=O)c1cccc(C)c1,6%,0.9%,2%,-1%,-7%,
CCN(CC)CCCNC(=O)c1cc(-c2ccc(Cl)c(Cl)c2)on1,3%,12%,44%,-2%,-4%,
Cc1cc(C)cc(N(C(C)C(=O)NC2CCCC2)S(C)(=O)=O)c1 (stereo not drawn),16%,0.7%,-10%,5%,-4%,
CC1(C)CC2CC(C)(CN2C(=O)COC(=O)c2ccc(Cl)c(N)c2)C1 (stereo not drawn),-5%,2.8%,-3%,-3%,-14%,
CCN(CC)c1ccc(NC(=O)CN2CCN(c3ccc(F)cc3)CC2)cc1,14%,1.2%,15%,-2%,-2%,
N#Cc1c(N)n[nH]c1-c1cc2c([nH]1)CCCC2,4%,i,17%,14%,-9%,
COc1cc(CC(=O)OCC(=O)N2CCCCC2C)cc(OC)c1OC (stereo not drawn),-12%,0.3%,17%,14%,-3%,
COC(=O)c1ccc(C(=O)OC)c(NC(=S)N2CCN(C)CC2)c1,12%,1.6%,15%,15%,2%,
COc1cc2c(cc1OC)C(C)N(S(=O)(=O)c1cn(C)cn1)CC2 (stereo not drawn),·,i,3%,3%,-6%,
O=S(=O)(N/N=C/c1cccc(OC2CSC2)c1)c1ccccc1,-3%,0.3%,5%,-1%,-4%,
CCN(CC(=O)NCc1ccccn1)S(=O)(=O)c1ccc(OC)cc1,-4%,3.1%,-2%,-1%,-6%,
COc1ccc(Cl)cc1C(=O)C1CCCN(Cc2cnc(N3CCOCC3)s2)C1 (stereo not drawn),0%,1.3%,5%,-3%,6%,
CC(=O)Nc1ccc(OC(=O)Cc2ccc(Cl)cc2)cc1,17%,0.8%,70%,-6%,7%,
Cc1oc(-c2cccs2)nc1CN1CC[C@@](O)(c2ccccc2)[C@H]2CCCC[C@@H]21,-2%,i,25%,0%,7%,
O=C(CCCc1ccccc1)NCc1ccc2c(c1)OCO2,-2%,i,18%,-3%,-6%,
CCc1noc(C)c1C(=O)NNC(=O)COc1ccccc1C,-6%,1.5%,2%,·,-9%,
O=C(CSc1nc2nccnc2c(=O)n1Cc1cccs1)Nc1ccccc1,6%,2.4%,9%,2%,6%,
CCOC(=O)c1c(C)[nH]c(C)c1S(=O)(=O)NCc1ccc(OCC)cc1,0%,i,10%,-7%,-7%,

# Reprinted from the part before: 2 entries, then new ones.
SMILES,influenza NS1A,inhibitors of VEEV,M. tuberculosis,PhoP GFP inhibition,M. tuberculosis HTS,others
O=C(CSc1nc2nccnc2c(=O)n1Cc1cccs1)Nc1ccccc1,6%,2.4%,9%,2%,6%,
CCOC(=O)c1c(C)[nH]c(C)c1S(=O)(=O)NCc1ccc(OCC)cc1,0%,i,10%,-7%,-7%,
CCN(CC)S(=O)(=O)c1cccc(NC(=O)CSc2nnc(N)s2)c1,2%,i,2%,-3%,0%,
Cc1noc(C)c1S(=O)(=O)N1CCCCC1,1%,0.8%,-18%,-2%,-1%,
COc1ccc(/C=C/C(=O)Nc2c(C(=O)O)[nH]c3ccccc23)cc1OC,11%,0.8%,3%,17%,11%,
CC1CCCCC1NC(=O)CNC(=O)c1ccco1 (stereo not drawn),-15%,i,4%,-3%,-2%,
O=C(CCC(=O)N1CCSc2ccccc21)NCc1ccc(Cl)cc1,-6%,0.3%,-11%,-2%,-9%,
CN(C)CCCN(C(=O)c1ccco1)c1nc2ccc(Cl)cc2s1,14%,49%,29%,5%,8%,
COc1ccc(-c2nn(-c3ccccc3)cc2C(=O)Nc2ccc(C(=O)O)cc2)cc1OC,3%,1.1%,-7%,-1%,5%,
Cn1c(=O)c2c(nc3n2CC(O)CN3c2ccccc2)n(C)c1=O (stereo not drawn),1%,i,-4%,0%,6%,
Cc1[nH]c2ccccc2c1N=Nc1ccccc1C(=O)O,10%,0.7%,4%,-2%,5%,inhibitors of VEEV 10K pilot screen=6.5
COc1ccc(/C=N/n2cncn2)cc1Cn1nc(C)c([N+](=O)[O-])c1C,-6%,0.7%,-1%,5%,-4%,
O=C(NCCN1CCCC1)c1ccc(Cn2c(=S)[nH]c3ccc(Br)cc3c2=O)cc1,9%,6.2%,23%,8%,64%,
COc1cccc(-c2nn(C)c3sc(C(=O)N4CCN(c5ccccc5)CC4)cc23)c1,24%,i,41%,0%,12%,
CCOC(=O)c1c(CN2CCN(CC#N)CC2)n(C)c2cc(Br)c(OC)cc12,0%,i,28%,-10%,10%,
COC(=O)C1=C(C(=O)OC)C(c2cc([N+](=O)[O-])ccc2O)c2sc(=O)[nH]c2S1 (stereo not drawn),-14%,2.0%,?,-12%,-5%,
COCc1c(C(=O)N2CCc3ccccc32)oc2ccccc12,-7%,i,48%,-8%,1%,
O=C(CN1CCN(C(=O)C2COc3ccccc3O2)CC1)Nc1ccccc1 (stereo not drawn),4%,i,5%,2%,-4%,
CCOC(=O)C(=CNNc1cccc(Cl)c1)C(=O)OCC,-6%,0.1%,i,20%,6%,
O=C(NCc1cc([N+](=O)[O-])ccc1O)c1cccnc1Sc1ccccc1Cl,-19%,i,6%,-7%,-1%,
NS(=O)(=O)c1ccc(CCNS(=O)(=O)c2cccs2)cc1,-20%,0.6%,-16%,-2%,-4%,
COc1ccc(OC)c(S(=O)(=O)Nc2ccc(O)c(Sc3ncn[nH]3)c2)c1,-4%,i,1%,3%,-16%,
CN(CC(=O)NCCc1ccc(S(N)(=O)=O)cc1)S(=O)(=O)c1cccc2nsnc12,-12%,0.6%,5%,-9%,6%,
Cc1ccc(S(=O)(=O)c2c(C)nn(C(C)(C)C)c2OC(=O)c2ccc(Br)o2)cc1,2%,i,28%,18%,-6%,
CCCNC(=O)NC(=O)CSc1cccc(C(F)(F)F)c1,13%,0.8%,77%,-5%,8%,
Cc1nc(-c2cccnc2)sc1C(=O)Nc1ccc(Cl)cc1,1%,1.2%,29%,-4%,?,
O=C(CNS(=O)(=O)c1c(Cl)cccc1Cl)N1CCCCCC1,-54%,i,-14%,-3%,-3%,

# Seven records drawn at random from the list so far, as already listed:
SMILES,influenza NS1A,inhibitors of VEEV,M. tuberculosis,PhoP GFP inhibition,M. tuberculosis HTS,others
CCCNC(=O)NC(=O)CSc1cccc(C(F)(F)F)c1,13%,0.8%,77%,-5%,8%,
Cc1[nH]c2ccccc2c1N=Nc1ccccc1C(=O)O,10%,0.7%,4%,-2%,5%,inhibitors of VEEV 10K pilot screen=6.5
COc1ccc(OC)c(S(=O)(=O)Nc2ccc(O)c(Sc3ncn[nH]3)c2)c1,-4%,i,1%,3%,-16%,
CC1CCCCC1NC(=O)CNC(=O)c1ccco1 (stereo not drawn),-15%,i,4%,-3%,-2%,
CN(C)CCCN(C(=O)c1ccco1)c1nc2ccc(Cl)cc2s1,14%,49%,29%,5%,8%,
O=C(NCc1cc([N+](=O)[O-])ccc1O)c1cccnc1Sc1ccccc1Cl,-19%,i,6%,-7%,-1%,
Cc1nc(-c2cccnc2)sc1C(=O)Nc1ccc(Cl)cc1,1%,1.2%,29%,-4%,?,

# Going on with the list:
SMILES,influenza NS1A,inhibitors of VEEV,M. tuberculosis,PhoP GFP inhibition,M. tuberculosis HTS,others
CN(C)CCNC(=O)c1cccn(Cc2cc(C(F)(F)F)cc(C(F)(F)F)c2)c1=O,4%,0.7%,3%,1%,-2%,
CCC(C(=O)NCc1ccco1)N(Cc1cccs1)C(=O)CNS(=O)(=O)c1ccccc1 (stereo not drawn),-31%,i,20%,-9%,-18%,
COc1ccc(OC)c(N2C(=O)NC(=O)C(CCc3ccncc3)(CCc3ccncc3)C2=O)c1,18%,i,4%,-11%,-7%,
CCOC(=O)c1cnc(SCC(=O)NCc2cccs2)nc1N,1%,1.0%,44%,6%,-4%,
O=C(O)c1ccc2c(c1)N(Cc1ccccc1)C(=O)c1ccccc1S2,-7%,0.3%,7%,17%,-5%,
O=C(NCc1cccc(Cl)c1)c1ccc2c(c1)SC1=NS(=O)(=O)CCN12,4%,0.6%,10%,0%,1%,
Cc1cc(C(=O)COc2ccccc2Cl)c(C)n1C1CC1,-3%,3.9%,24%,·,-1%,
CC(C)Cn1c(N)c(C(=O)NCCN2CCOCC2)c2nc3ccccc3nc21,-18%,5.9%,23%,2%,7%,
COc1ccc(CC(=O)NCCS(=O)(=O)N2CCN(c3ccccc3)CC2)cc1OC,-7%,4.7%,3%,12%,-3%,
CCC(=O)Nc1sc2c(c1C(=O)OC)CCN(Cc1ccccc1)C2,10%,7.6%,-2%,8%,-11%,
CCC(C(=O)OCC(=O)c1ccc(OC)cc1OC)c1ccccc1 (stereo not drawn),-13%,6.7%,30%,·,-3%,
OCc1ccccc1NC(=S)Nc1cccnc1,1%,2.3%,17%,-1%,-1%,
COc1ccc(C(=O)NCC2OCCc3ccccc32)cc1 (stereo not drawn),2%,0.2%,·,4%,-1%,
COC(=O)[C@@H](CC(C)C)NS(=O)(=O)N(Cc1ccccc1)[C@@H](CC(C)C)C(=O)OC,-2%,1.0%,5%,·,2%,
Cc1ccc(C)c(NC(=O)c2nc(Cl)ccc2Cl)c1,-7%,0.3%,17%,-7%,-4%,
O=C(O)CCCOc1ccc(Cl)cc1Cl,3%,1.4%,·,·,·,
COc1ccc(C2=NO[C@@H]3C(=O)N(c4cccc(C)c4C)C(=O)[C@H]23)cc1OC,-3%,1.6%,-17%,22%,-10%,
Cc1cc(/C=C(\C#N)C(=O)NCc2cccs2)c(C)n1-c1ccc([N+](=O)[O-])cc1,-2%,0.0%,9%,-19%,9%,
O=C1CC(c2ccco2)CC2=C1C=Nc1ccccc1N2 (stereo not drawn),2%,7.3%,12%,-13%,·,
CC(C)Oc1ccc(C(=O)OC(C)C(=O)NC2CCCCC2C)cc1 (stereo not drawn),8%,1.2%,22%,6%,14%,
CC(=O)c1cccc(NC(=S)NC(=O)CC(C)(C)C)c1,6%,i,?,-2%,-5%,
Cc1cc(N=Cc2c(O)n(-c3cccc(Cl)c3)c(=O)c3ccccc23)no1,-3%,0.9%,8%,-2%,10%,
CC(=O)c1ccc(S(=O)(=O)NCCc2csc(-c3cccnc3)n2)cc1,-5%,4.4%,-19%,-15%,-4%,
CC1CN(C(=O)COC(=O)c2c(Cl)cccc2Cl)CC(C)O1 (stereo not drawn),3%,0.5%,-9%,-6%,-3%,
O=C(COc1ccc(F)cc1Cl)Nc1cccc(S(=O)(=O)N2CCCC2)c1,-5%,8.9%,-22%,·,-5%,

# Further entries:
SMILES,influenza NS1A,inhibitors of VEEV,M. tuberculosis,PhoP GFP inhibition,M. tuberculosis HTS,others
CN1C[C@@H]2[C@@H]3C(=O)N(Cc4ccccc4)C(=O)[C@@H]3[C@](Cc3ccccc3)(C1=O)N2C(=O)c1ccc(Br)cc1,-1%,i,·,·,·,
CC(=Nc1cccc(C)c1)c1sc2ccccc2c1O,-13%,i,11%,23%,?,
Cc1ccc2nc(SCC(=O)Nc3cc(C(C)(C)C)nn3-c3ccccc3)[nH]c2c1,1%,0.8%,47%,9%,13%,
O=C(O)c1ccn(Cn2cnc3ccccc32)n1,-11%,i,-4%,4%,-1%,
CC(=O)N/N=C(\C)c1cccc(C(F)(F)F)c1,2%,i,-6%,8%,-9%,
CCOC(=O)NC1=NCC(C)(C)S1,-1%,0.4%,·,·,·,
COc1cccc(CNS(=O)(=O)c2c(C(=O)N3CCCCC3)c(C)n(C)c2C)c1,1%,0.3%,-1%,0%,-12%,
COc1ccc(C(C)NC(=O)CC23CC4CC(CC(C4)C2)C3)cc1 (stereo not drawn),-3%,i,70%,6%,16%,
Clc1ccc(CNc2ncnc3[nH]ncc23)c(Cl)c1,-3%,?,·,·,·,
COc1ccc(/C=N/NC(=O)c2ccc(NC(=O)c3cccc([N+](=O)[O-])c3)cc2)c(OC)c1,0%,2.5%,16%,6%,-1%,
CCC(O)C1CCN(C(=O)c2cc(COc3ccc(F)cc3F)on2)CC1 (stereo not drawn),8%,1.0%,-7%,-2%,-1%,
